15-hLO-2 inh = inhibitors of human 15-lipoxygenase 2 (ALOX15B); O15296; purified 15hLO-2, xylenol orange hydroperoxide absorbance; Potency, µM (top dose mostly 57.1 µM), inactives show at the highest dose activity change, negative = inhibition, most hits filed as inhibitors; hit rate 0.56% among 110,000; AID 881; also: potency is read from the fitted curve at half-maximal effect; nearly all actives have a fitted effect of over 60% in size; many of its hits are not listed in these tables
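Purified human 15hLO-2 (50 nM final) preincubated with compounds 15 min at room temperature in 25 mM Hepes pH 7.5, 0.01% Triton X-100, then 45 uM arachidonic acid added for 90 min; hydroperoxide detected via ferrous/xylenol orange, 573/405 nm absorbance ratio.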
IMPase inh = cell-permeable inhibitors of inositol monophosphatase (IMPase); P97697; CHO-M1 cells, IP1 accumulation, HTRF TR-FRET ratio; inhibition (IP1 accumulation), % at 46.1 µM; 120,000 tested, under 10 active; AID 901; active = well fitted curve in the direction sought with a large enough effect in the signal ratio, not every such curve was filed as active; inconclusive = small, poorly fitted or top-dose-only effect, or a change in a side signal; inactive = no such curve, though single readings can be large or run the other way; the % refers to the signal ratio;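 also: cells stimulated with carbachol in lithium chloride buffer; plate controls were DMSO basal wells for no effect and reference inhibitor wells for full effect; higher means more IMPase inhibition seen as more IP1 and lower FRET ratio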
Target sequence (P97697 whole entry, looked up): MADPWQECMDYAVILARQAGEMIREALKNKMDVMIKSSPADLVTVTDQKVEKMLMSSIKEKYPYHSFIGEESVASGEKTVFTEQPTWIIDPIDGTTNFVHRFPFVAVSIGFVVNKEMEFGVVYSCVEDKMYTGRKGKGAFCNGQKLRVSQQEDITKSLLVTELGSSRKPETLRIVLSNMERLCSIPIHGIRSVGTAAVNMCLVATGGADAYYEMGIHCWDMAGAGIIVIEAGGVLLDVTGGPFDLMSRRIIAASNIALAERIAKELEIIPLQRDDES
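Measured: the HTRF emission ratio (665/620 nm) plus the 620 nm donor channel, each fitted to the Hill equation to give AC50. Cells were CHO-M1 given compounds up to 46 uM and a 30 min carbachol stimulation at 37C.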
PNC assembly inh = inhibitors of perinucleolar compartment assembly; PC3M PTB-GFP, PNC prevalence imaging, 16 h; hits give low values; activity change (PNC), negative = inhibition, % at 10 µM; hit rate 3.1% among 140,000;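 active = readout at or below -70, meaning at least 70% loss of cells showing the perinucleolar compartment, a nuclear body marking cancer cells; inconclusive = readout between -30 and a set limit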;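 also: plate controls were DMSO wells for no effect and camptothecin positive control wells for full effect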
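Compounds are pinned in duplicate onto adhered PC3M cells stably expressing GFP-tagged PTB and incubated 16 h at 37 C. Cells are then fixed, nuclei stained with Hoechst, and PNC-positive cells counted.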
ALOX12 inhib = 12-hLO (ALOX12) enzyme inhibition. purified 12-hLO, xylenol orange hydroperoxide absorbance. AID 1452. Potency, µM (top dose mostly 57.1 µM), without a hit: at the top dose activity change, negative = inhibition, hits mostly inhibitors. hit rate 0.12% among 150,000; also: potency is read from the fitted curve at half-maximal effect; nearly all actives have a fitted effect of over 55% in size; many of its hits are not listed in these tables
Target sequence (P18054 whole entry, looked up): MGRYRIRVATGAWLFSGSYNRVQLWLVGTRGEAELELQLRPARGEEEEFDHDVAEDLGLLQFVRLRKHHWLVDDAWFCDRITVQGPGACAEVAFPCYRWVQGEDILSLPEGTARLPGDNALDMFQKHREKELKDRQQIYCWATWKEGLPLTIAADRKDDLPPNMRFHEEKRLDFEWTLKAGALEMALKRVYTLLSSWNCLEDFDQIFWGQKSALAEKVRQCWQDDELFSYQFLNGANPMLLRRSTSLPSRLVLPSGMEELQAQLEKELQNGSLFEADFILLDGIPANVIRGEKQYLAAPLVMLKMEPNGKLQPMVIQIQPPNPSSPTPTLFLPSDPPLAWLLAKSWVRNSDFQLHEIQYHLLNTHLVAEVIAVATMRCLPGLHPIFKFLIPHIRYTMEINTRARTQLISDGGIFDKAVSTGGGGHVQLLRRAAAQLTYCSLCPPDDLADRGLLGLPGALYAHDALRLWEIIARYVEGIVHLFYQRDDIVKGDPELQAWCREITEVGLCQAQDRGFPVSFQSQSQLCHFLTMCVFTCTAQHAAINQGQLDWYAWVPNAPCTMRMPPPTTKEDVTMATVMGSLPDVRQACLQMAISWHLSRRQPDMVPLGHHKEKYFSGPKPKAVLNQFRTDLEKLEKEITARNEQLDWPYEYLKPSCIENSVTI
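Purified human 12hLO (150 nM final) was preincubated with compounds for 15 min at room temperature in 25 mM Hepes pH 7.0, 0.01% Triton X-100, then reacted with 40 uM arachidonic acid for 30 min. Hydroperoxide was detected with ferrous iron/xylenol orange.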
Active calls of the source: *; i = inactive; ? = inconclusive; nt = not tested or not shown; [ ] = another dose, or the depositor's remark. Unless noted, calls follow the shape of the dose curve; as a rule, active = well fitted curve in the direction sought with a large enough effect; inconclusive = small, poorly fitted or top-dose-only effect, or another doubt; inactive = no such curve, though single readings can be large; an effect the other way counts as inactive or inconclusive. Unless noted, % is scaled to controls: 0 for no effect and ±100 for the full control effect.

15-hLO-2 inh,IMPase inh,PNC assembly inh,ALOX12 inhib,canonical_smiles
13µM*,0,47,-19%,CCOc1ccc(S(=O)(=O)N(CC(=O)N/N=C/c2ccc(-c3ccc([N+](=O)[O-])cc3)o2)c2ccccc2)cc1
nt,1,?,-2%,CC(C)NCC(O)COc1ccc2c(c1)CCC2 (stereo not drawn)
3%,1,-16,-4%,CCN1CCN(c2nc3c(c(=O)[nH]c(=O)n3C)n2CCSc2nc3ccccc3s2)CC1
-3%,0,?,-5%,COc1ccc2c(c1)c(=O)oc1c(C)c(OCC(=O)N3CCc4ccccc4C3)ccc12
-5%,-8,33,-3%,COC(=O)c1[nH]c(C)c(/C(O)=C2\C(=O)C(=O)N(CCN3CCOCC3)C2c2ccccc2OC)c1C (stereo not drawn)
7%[11.4 µM],nt,nt,-1%[11.4 µM],COc1cc(NCC[C@@H]2CCCCN2)c2ncccc2c1
0%,2,?,1%,CCOc1cc(S(=O)(=O)n2c(C)nc3ccccc32)ccc1F
-4%,8,21,6%,COc1ccc(NC(=O)CSc2nc(C)cs2)cc1OC
nt,7,14,1%,O=C(NCc1nnc(SCC(=O)N2CCCc3ccccc32)n1-c1ccccc1)c1cccc2ccccc12
-3%,-1,24,-4%,CC1CCN(C(=O)CSc2nncn2-c2ccccn2)CC1
-2%,10,26,-4%,O=C(Oc1cccc(-n2cnnn2)c1)C1CCCCC1
-4%[11.4 µM],nt,nt,0%[11.4 µM],COc1cc(Cl)c(CC(=O)c2c[nH]c3ccccc23)cc1OC
-2%,-3,-29,-7%,O=C(CSc1nc2ccccc2o1)Nc1nc2ccccc2s1
nt,-1,34,1%,O=C(CSc1n[nH]c(-c2ccccc2Br)n1)NCCN1C(=O)CSC1=O
nt,8,32,4%,O=C(NCc1ccc(Cl)cc1)c1ccc(Cn2cc(C(F)(F)F)ccc2=O)cc1
4%,-1,?,3%,CCOc1cc(C#N)c(NC(=O)c2ccco2)cc1OCC
-2%,-1,-99*,-24%,Cc1ccc(S(=O)(=O)N(C)Cc2cc3ccccc3[nH]c2=O)cc1
nt,-5,?,2%,O=C(CSc1nc2ccccc2s1)NCCOc1ccccc1
-7%,-7,28,-6%,Cc1cccc(NC(=O)c2c(F)c(F)c(F)c(F)c2F)c1
nt,nt,25,-4%,COc1ccc(NC(=O)c2ccc(-c3ccccc3Cl)o2)cc1
4%,8,3,-7%,Cc1ccc(C2CC(C(F)(F)F)n3nc(C(=O)NCc4c(C)nn(C)c4C)c(Cl)c3N2)cc1 (stereo not drawn)
3%,-1,?,7%,CCCN1CCC(NC(=O)Nc2ccc(F)cc2F)CC1
-3%[11.4 µM],nt,nt,-4%[11.4 µM],Clc1ccc2c(c1)N(CCCN1CCCC13CCCCC3)c1ccccc1S2
6%,-2,-89*,2%,Cc1cc2nc(-c3ccc(SCC(=O)N4CCOCC4)nc3)[nH]c2cc1C
nt,11,-30,-17%,Cc1cc(/C=C2\SC(=Nc3ccccc3)NC2=O)c(C)n1-c1ccc(S(N)(=O)=O)cc1
nt,nt,?,-3%,Cc1ccc(NS(=O)(=O)c2ccc(N/N=C/c3ccncc3)c([N+](=O)[O-])c2)c(C)c1
2%,12,33,1%,Cc1ccc(S(=O)(=O)N2CCN(S(=O)(=O)c3ccc(C)cc3)C3OCCOC32)cc1 (stereo not drawn)
23%,-8,14,-1%,Oc1c(CN2CCOCC2)cc(-c2ccccc2)cc1CN1CCOCC1
-3%,-2,-26,-3%,CC(C)(C)n1ncc2c(=O)n(CC(=O)N3CCCCCC3)cnc21
-4%,-7,-9,1%,COC(=O)c1cc(F)c(-n2cncn2)c(F)c1
4%,18,59,6%,CN(C=O)CP(=O)(O)CN1CCCCC1
-22%,0,42,-13%,N#Cc1c(Cl)c(Cl)c2nnc(-c3ccc(Br)cc3)n2c1Cl
-15%,-5,-3,-2%,Oc1oc(-c2ccccc2)nc1C=Nc1cccc2ccccc12
8%,nt,nt,6%,O=c1c(CCc2ccccc2)nc2cnc(N3CCNCC3)nc2n1CCc1ccccc1
-18%,1,-27,-2%,N#Cc1c(NC(=O)CSc2nc(N)cc(=O)[nH]2)sc2c1CCCCCC2
nt,nt,-14,1%,O=C(/C=C/c1ccc(F)cc1)N1CCN(c2ccccn2)CC1

A second format for two compounds above:
Every second line gives: 15-hLO-2 inh	IMPase inh	PNC assembly inh	ALOX12 inhib
> CCOc1ccc(S(=O)(=O)N(CC(=O)N/N=C/c2ccc(-c3ccc([N+](=O)[O-])cc3)o2)c2ccccc2)cc1
 : 13µM*	0	47	-19%
> CC(C)NCC(O)COc1ccc2c(c1)CCC2 (stereo not drawn)
 : nt	1	?	-2%

Going on with the list.
15-hLO-2 inh,IMPase inh,PNC assembly inh,ALOX12 inhib,canonical_smiles
-1%,-2,-15,-5%,CCNC(=O)N1C(CC(=O)OCC)C(=O)NC2CCCCC21 (stereo not drawn)
9%,5,-25,-5%,COc1ccc(-n2nc3c(c2NC(=O)C24CC5CC(CC(C5)C2)C4)CS(=O)C3)cc1 (stereo not drawn)
70%[activator],3,10,-16%,COc1ccc(CNCC(O)(c2ccc(Cl)cc2)c2ccc(Cl)cc2)cc1
19%,?,?,3%,CCOC(=O)C1C(=O)OC2(CCOC(C)(C)C2)C1C(=O)OCC (stereo not drawn)
-3%,-11,23,-16%,CC(C)OC(=O)c1c(N)n(CCCN2CCOCC2)c2nc3ccccc3nc12
7%,9,-2,-5%,Cc1ccc(NC(=O)CN(C)S(=O)(=O)c2cccc3cccnc23)cc1
0%,4,27,-2%,COc1ccc(S(=O)(=O)NCc2ccncc2)cc1OC
nt,nt,18,-1%,Cc1ccc(C)c(S(=O)(=O)NCC(=O)NCc2ccco2)c1
11%,nt,nt,13%,O=C(c1ccco1)N1CCC[C@@]2(CCN(c3ccncc3)C2)C1
2%,2,42,2%,COCCNC(=O)Cn1nc(C(F)(F)F)c(Br)c1C
nt,-20,i,-1%,O=C(CSc1ccccc1)N1CCN(c2ccccc2)CC1
8%,6,76,4%,COc1cc(NC(=O)Cc2c(C(=O)O)[nH]c3ccccc23)cc(OC)c1OC
nt,nt,23,-3%,Cc1nnnn1/C(=C\c1ccccc1)C(=O)OCC(=O)N1CC2(C)CC1CC(C)(C)C2 (stereo not drawn)
nt,5,-100*,0%,CCOC(=O)CSc1cn2c(n1)CCC2
28%,?,24,-10%,O=C(CSc1nnnn1C1CCCCC1)Nc1nc2c(s1)CCCC2
4%,9,21,2%,N#CCOc1nc(N2CCCC2)nc(N2CCCC2)n1
74%[activator],3,11,-2%,COc1cccc(CNCC(O)(c2ccc(Cl)cc2)c2ccc(Cl)cc2)c1
-5%,2,-16,-2%,CCCc1nnc(SCC(=O)N2CCCCC2)n1CCCOC
-5%,4,?,-20%,COc1ccc(C=O)cc1COc1ccc(C)cc1[N+](=O)[O-]
nt,7,12,3%,CCCCn1nnnc1NCc1ccc(C)s1
-22%,?,?,-6%,CN1Cc2cc(C(=O)c3ccccc3O)cnc2NC1=O
-1%,-2,?,-4%,CCOC(=O)C1CCCN(C(=O)c2ccccc2SCCOC)C1 (stereo not drawn)
-1%,2,25,-3%,CCC(C)(C)NC(=O)C(c1cccs1)N(CC1CCCO1)C(=O)Cn1nnc2ccccc21 (stereo not drawn)
nt,nt,19,-1%,CC1(c2ccc([N+](=O)[O-])cc2)CC(C)(C)N(C(=O)c2ccccc2)c2ccccc21 (stereo not drawn)
nt,nt,26,-13%,CC(C)c1ccccc1NC(=S)NC(C)c1ccccc1 (stereo not drawn)
nt,nt,34,1%,Cc1cccc(NC(=S)Nc2c(C)n(C)n(-c3ccccc3)c2=O)c1C
-3%,3,29,-8%,O=C(c1cccnc1)N1CCN(CCCc2ccccc2)CC1
-19%,4,15,-10%,CCNC(=O)c1sc(=S)n(-c2ccc(C)cc2)c1N
-4%,-2,29,5%,COc1cccc(NC(=O)C(C#N)Cc2ccncc2)c1 (stereo not drawn)
-6%,0,-12,-5%,CCOc1ccc(NC(=O)N2CCC(NC(=O)c3ccco3)CC2)cc1
nt,-7,-100*,8%,Nc1nnn(Cc2ccccc2)n1
nt,-1,14,3%,O=C(/C=C/c1cccc(F)c1)N(c1ccccn1)C1CCCCC1
-7%,-4,17,-6%,CCOC(=O)CNS(=O)(=O)c1cc(-c2n[nH]c(=O)c3ccccc23)ccc1C
-19%,-9,25,-4%,Cc1ccc(SC(C)c2nc(-c3ccccc3)no2)cc1 (stereo not drawn)
-9%,-4,-13,0%,Cc1nc(NC(=O)CSc2nnc(C)n2CC2CCCO2)sc1C (stereo not drawn)
-18%,1,-14,7%,CCOC(=O)c1[nH]cc(-c2ccccc2)c1N1CCOCC1

A second format for some results above:
compound	15-hLO-2 inh	IMPase inh	PNC assembly inh	ALOX12 inhib
CN1Cc2cc(C(=O)c3ccccc3O)cnc2NC1=O	-22%	?	?	-6%
CCOC(=O)C1CCCN(C(=O)c2ccccc2SCCOC)C1 (stereo not drawn)	-1%	-2	?	-4%
CCC(C)(C)NC(=O)C(c1cccs1)N(CC1CCCO1)C(=O)Cn1nnc2ccccc21 (stereo not drawn)	-1%	2	25	-3%
CC1(c2ccc([N+](=O)[O-])cc2)CC(C)(C)N(C(=O)c2ccccc2)c2ccccc21 (stereo not drawn)	nt	nt	19	-1%
CC(C)c1ccccc1NC(=S)NC(C)c1ccccc1 (stereo not drawn)	nt	nt	26	-13%
Cc1cccc(NC(=S)Nc2c(C)n(C)n(-c3ccccc3)c2=O)c1C	nt	nt	34	1%
O=C(c1cccnc1)N1CCN(CCCc2ccccc2)CC1	-3%	3	29	-8%
CCNC(=O)c1sc(=S)n(-c2ccc(C)cc2)c1N	-19%	4	15	-10%
COc1cccc(NC(=O)C(C#N)Cc2ccncc2)c1 (stereo not drawn)	-4%	-2	29	5%
CCOc1ccc(NC(=O)N2CCC(NC(=O)c3ccco3)CC2)cc1	-6%	0	-12	-5%
Nc1nnn(Cc2ccccc2)n1	nt	-7	-100*	8%
O=C(/C=C/c1cccc(F)c1)N(c1ccccn1)C1CCCCC1	nt	-1	14	3%
CCOC(=O)CNS(=O)(=O)c1cc(-c2n[nH]c(=O)c3ccccc23)ccc1C	-7%	-4	17	-6%

Further records follow:
15-hLO-2 inh,IMPase inh,PNC assembly inh,ALOX12 inhib,canonical_smiles
nt,nt,6,-1%,CCCOc1ccc(NC(=O)CC2C(=O)N(Cc3ccccc3)C(=S)N2Cc2cccs2)cc1 (stereo not drawn)
nt,nt,-6,-6%,CCC12CN(C(=O)c3ccc(C)cc3)CC(CC)(CN(C(=O)c3ccc(C)cc3)C1)C2=O
nt,nt,225,0%,CCCCc1nc(NCc2ccccc2)c(C#N)c2c1CCCC2
14%,4,27,2%,CCCCCn1c(CNC(=O)CCC)nc2ccccc21
nt,nt,-9,-3%,COc1ccc(C(C)NC(=O)c2ccccc2Cl)cc1OC (stereo not drawn)
5%,-1,10,-5%,O=C(c1cc2c(s1)-c1ccccc1S(=O)(=O)C2)N1CCN(Cc2ccccc2)CC1
-4%,-8,?,-3%,O=C(c1cc(-c2cccs2)on1)N1CCCCC1
-4%,1,-21,0%,O=S(=O)(Nc1ccc(O)cc1)c1cccc2cccnc12
-3%,-3,8,4%,O=C(NCCOc1ccccc1)c1ccccc1
7%,17,-9,-9%,CCCCC1OC23CCCCC2C(C#N)(C(=N)O3)C1(C#N)C#N (stereo not drawn)
-7%,5,-28,-11%,CO/N=C(/CS(=O)Cc1ccccc1Cl)c1ccc(Cl)cc1Cl (stereo not drawn)
nt,10,-1,1%,O=C(c1cccs1)N1CCN(C(=O)C2CCCO2)CC1 (stereo not drawn)
-4%,-2,-13,2%,CSc1nc(-c2ccco2)nn1C(=O)CCc1ccccc1
nt,3,-23,-2%,Cn1c(=O)c2c(nc(SCC(=O)N3CCCCCC3)n2C)n(C)c1=O

Screening data (PubChem)

These rows are one share of the data (hit frequency here may not be typical).
